Assay outcomes from PubChem.
GPR151 activ: human GPR151 activation; Q8TDV0; PathHunter beta-arrestin GPR151 cells, luminescence; activation, % at 11.2 µM; 1% of 650,000 active; AID 1508602; in the data active = activation above about 4.9%;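 note: 0% = median of compound wells and 100% = cells with positive control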
Target sequence (Q8TDV0 whole entry, looked up): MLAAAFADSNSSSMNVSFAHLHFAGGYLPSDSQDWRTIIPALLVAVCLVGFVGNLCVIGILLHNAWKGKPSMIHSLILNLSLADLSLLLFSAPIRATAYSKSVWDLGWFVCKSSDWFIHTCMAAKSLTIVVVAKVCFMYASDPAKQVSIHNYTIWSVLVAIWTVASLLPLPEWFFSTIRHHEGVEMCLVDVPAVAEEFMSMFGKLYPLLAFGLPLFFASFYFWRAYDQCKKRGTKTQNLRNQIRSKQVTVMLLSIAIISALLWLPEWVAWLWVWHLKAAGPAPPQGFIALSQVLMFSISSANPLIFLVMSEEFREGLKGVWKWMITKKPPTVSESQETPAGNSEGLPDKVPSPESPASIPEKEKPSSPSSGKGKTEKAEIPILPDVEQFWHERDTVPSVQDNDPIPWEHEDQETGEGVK
FBW7 activator: human FBW7 E3 ligase activation, primary screen | Q969H0 | 0.13% of 650,000 active | AlphaScreen FBW7–phospho-cyclin E peptide binding, activator screen | AID 1259310 | normalized activity (activation), % at 26.1 µM; in the data active = normalized activity above about 1.9%;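 note: purified mutant Fbw7 with reduced substrate affinity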
Target sequence (Q969H0 whole entry, looked up): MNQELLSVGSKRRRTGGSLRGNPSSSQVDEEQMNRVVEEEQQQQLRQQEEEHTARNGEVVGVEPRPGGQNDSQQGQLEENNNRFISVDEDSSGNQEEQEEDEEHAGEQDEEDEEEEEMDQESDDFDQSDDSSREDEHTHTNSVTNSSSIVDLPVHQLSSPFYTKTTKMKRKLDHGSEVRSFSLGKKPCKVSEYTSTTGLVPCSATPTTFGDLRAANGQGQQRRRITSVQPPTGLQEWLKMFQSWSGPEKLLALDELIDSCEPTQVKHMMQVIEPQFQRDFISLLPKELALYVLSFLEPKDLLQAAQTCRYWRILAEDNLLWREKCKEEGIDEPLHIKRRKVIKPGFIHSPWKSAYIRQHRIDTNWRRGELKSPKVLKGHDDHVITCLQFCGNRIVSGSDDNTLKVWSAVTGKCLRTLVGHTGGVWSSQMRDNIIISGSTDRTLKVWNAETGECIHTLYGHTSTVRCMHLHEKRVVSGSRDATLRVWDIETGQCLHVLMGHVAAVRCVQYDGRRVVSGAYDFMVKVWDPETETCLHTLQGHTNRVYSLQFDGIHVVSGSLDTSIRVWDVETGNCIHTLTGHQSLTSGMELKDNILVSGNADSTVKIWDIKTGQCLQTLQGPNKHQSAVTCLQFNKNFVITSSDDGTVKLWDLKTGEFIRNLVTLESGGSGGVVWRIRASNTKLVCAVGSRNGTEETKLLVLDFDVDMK
TEAD-YAP block: TEAD-YAP interaction inhibition. HEK-TIYL cells, TEAD-Gal4/YAP UAS-luciferase luminescence. 1.4% of 640,000 active. inhibition, % at 9.12 µM; in the data active = inhibition above about 32%;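 note: 0% = median of test compound wells and 100% = reference inhibitor wells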
MITF inh: blocks human microphthalmia-associated transcription factor; O75030; AlphaScreen MITF homodimerization, bead proximity signal; inhibition, % at 2.6 µM; 0.91% of 650,000 active; in the data active = inhibition above about 50%;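 note: 0% = vehicle wells with protein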
* hit, by the source's call.

Below each compound: GPR151 activ, FBW7 activator, TEAD-YAP block, MITF inh
COc1cc(/C=N/Nc2ccccc2)cc(OC)c1O
    0.6, 0.8, -15, 11
O=C(NCCSCc1ccccc1)c1ccc([N+](=O)[O-])cc1
    -1.1, -0.3, 0, 2
O=C(Nc1ccc(N2CCOCC2)cc1)c1ccccc1-c1ccccc1
    1.1, 0.3, 10, 5
CCc1nn(CC(=O)N2CCCCC2)c(=O)c2cccn12
    -0.5, -0.1, 4, -17
COc1cc(C(=O)Nc2c3c(nn2-c2cccc(C)c2)CSC3)cc(OC)c1OC
    -1.0, 0.1, 11, 14
c1ccc(Nc2nc(-c3cccs3)cs2)nc1
    -3.9, -0.1, -47, 5
CN(C)c1cccc(C(=O)NNC(=O)NC2CCCCC2)c1
    -1.0, -0.1, -3, 7
C/C(C=O)=C\c1cccc([N+](=O)[O-])c1O
    -1.4, -0.2, 1, 22
Oc1ccc(-c2nc3cnccn3c2NC2CCCCC2)cc1O
    -0.6, -0.2, -24, 2
C=CCNC(=S)NNc1nncc2ccccc12
    1.5, -0.1, -56, 2
O=c1oc2cc(OCc3ccc(F)cc3Cl)c(Cl)cc2c2c1CCCC2
    -0.2, 0.1, -7, 11
CCCS(=O)(=O)Nc1c(NC)c2ccccc2oc1=O
    1.0, 0.0, -7, -6
C=CCc1cccc(C)c1OCCNC
    4.2, 0.1, -1, 8
O=C(/C=C/c1ccccc1)Nc1cc(C(=O)NCc2cccs2)ccc1N1CC2CC(C1)c1cccc(=O)n1C2 (centres undefined)
    0.8, -0.1, -4, -8
O=C(NCc1ccccc1Cl)C1Cc2ccccc2CN1S(=O)(=O)c1cccs1 (centres undefined)
    0.2, 0.0, 13, 18
CC(C)c1nc(NCCO)c2nnn(Cc3ccccc3)c2n1
    -1.9, 0.2, -8, 19
CC(NC(=O)c1ncoc1-c1ccccc1C(F)(F)F)c1ccncc1 (centres undefined)
    -0.2, 0.2, -21, -3
O=C(CCc1nnc(Cc2cccc(C(F)(F)F)c2)o1)N1CCCC1
    -0.2, -0.1, -56, -8
O=C(CSc1nc(NCc2ccc(Cl)cc2)c2ccccc2n1)NCc1ccccc1
    1.4, 0.1, -7, 9
NC(=O)C1CCN(C(=O)c2cccc3sc(N4CCCc5ccccc54)nc23)CC1
    0.3, 0.0, -4, 18
CC(=O)Nc1ccc(Nc2nc(NCc3ccc4c(c3)OCO4)nc3c2ncn3CCN2CCCC2=O)cc1
    -0.9, -0.2, -14, -11
CC1CCN(S(=O)(=O)c2cc(C(=O)O)ccc2Cl)CC1
    -0.5, 0.1, 2, 18
Cc1cc(C)nc(Nc2nc(=O)[nH]c(=O)[nH]2)n1
    -0.8, 0.0, 5, -4
CCOc1cc(C2CC(=O)NC(SCC(=O)Nc3cccc(C)c3C)=C2C#N)ccc1O (centres undefined)
    -1.6, -0.2, 14, 9
O=C(O)/C(=C/C(=O)c1ccccc1)Nc1ccc(Cl)cc1
    -1.5, 0.1, -64, 19
COCCC(=O)NC(C)c1nnc2n1CCN(Cc1ccc(C)o1)CC2 (centres undefined)
    1.4, 0.0, -1, -1
COc1ccc(N=C2SC(C(=O)Nc3ccc(OC)cc3)CC(=O)N2CCN2CCOCC2)cc1 (centres undefined)
    1.3, -0.2, 13, -1
COc1ccc(NC(=O)CSc2nc(-c3ccc(Cl)cc3)cn2-c2ccc(C)cc2)cc1
    -1.1, 0.2, -1, -9
CC1(c2cccc(Br)c2)NC(=O)N(CC(=O)NCC2CCCO2)C1=O (centres undefined)
    0.4, 0.2, 2, 7
Cc1ccc(/C(O)=C2/C(=O)C(=O)N(CCN3CCOCC3)C2c2ccc(C)o2)cc1 (centres undefined)
    0.3, 0.0, -4, -4

Some of these compounds in order of count of non-hydrogen atoms, falling:
Below each compound: GPR151 activ, FBW7 activator, TEAD-YAP block, MITF inh
O=C(NCc1ccccc1Cl)C1Cc2ccccc2CN1S(=O)(=O)c1cccs1 (centres undefined)
    0.2, 0.0, 13, 18
CC(C)c1nc(NCCO)c2nnn(Cc3ccccc3)c2n1
    -1.9, 0.2, -8, 19
COc1cc(/C=N/Nc2ccccc2)cc(OC)c1O
    0.6, 0.8, -15, 11

The listing continues.
Below each compound: GPR151 activ, FBW7 activator, TEAD-YAP block, MITF inh
Cc1ccc(NC(=O)CN(c2cccc(C(F)(F)F)c2)S(=O)(=O)c2ccccc2)c(C)c1
    -1.0, 0.2, 9, 15
COc1ccc(N(C(=O)C(C)Oc2ccccc2)C2C=CS(=O)(=O)C2)cc1 (centres undefined)
    -0.7, 0.0, 1, -5
CCOc1ccc2nc(NC(=O)c3ccccc3C)sc2c1
    -6.6, -0.1, -48, 8
O=C(CSc1nncs1)NC(=O)NC1CCCC1
    0.8, 0.0, 0, -6
Cc1ccc(C(=O)c2cn(CC(=O)Nc3ccc(C(C)C)cc3)c3ccccc3c2=O)cc1
    0.6, 0.1, 9, 13
c1ccc(Oc2cccc(CN3CCN(Cc4ccccn4)CC3)c2)cc1
    -0.7, -0.1, 2, 75*
COc1ccc(C(=O)CSc2nc(-c3ccccc3)nc3c2CCCC3)cc1
    0.4, 0.2, -9, 4
C/C(=N\NC(=O)COc1ccccc1)c1cccc([N+](=O)[O-])c1
    1.6, -0.1, 0, -5
CCOC(=O)Cn1c(=N)n(Cc2ccc(C)cc2)c2ccccc21
    -1.3, 0.0, -6, -4
Cc1ccc(C(=O)Nc2nncs2)cc1C
    -4.4, 0.0, -37, 3
O=C(c1ccccc1)N1CCN(c2ccc([N+](=O)[O-])c(NCc3ccco3)c2)CC1
    -0.2, -0.3, -5, -7
CCN(c1ccccc1)S(=O)(=O)c1ccc2[nH]cc(C(=O)NC3CCCCC3)c(=O)c2c1
    1.8, 0.0, 7, -3
O=S(=O)(Nn1cnnc1)c1cc(Cl)ccc1Cl
    -0.8, 0.2, -10, -7
O=S(=O)(Cc1ccccc1)c1ccc(Cl)cc1
    2.8, 0.1, -1, 0
OC1COC(Nc2ccc(OC(F)(F)Cl)cc2)C(O)C1O (centres undefined)
    3.0, 0.1, -1, 2
O=C(O)C1CC=CCC1C(=O)Nc1ccccc1 (centres undefined)
    -1.5, 0.2, 1, 17
CCOC(=O)C(=O)Nc1cc(OCC)c(NC(=O)c2ccc(C)cc2)cc1OCC
    -0.4, 0.4, 6, 12
Cc1ccsc1/C=c1/sc2nc3c(C)c(C)ccc3n2c1=O
    -0.5, 0.3, -3, 6
COc1ccc(C2C3=C(CC(C)(C)CC3=O)Nc3c2c(=O)[nH]c(=O)n3C)cc1OC (centres undefined)
    0.2, 0.1, -5, -3
COc1ccccc1-c1nnc(NC(=O)CSc2nnc(NC(=O)c3cccc(C(F)(F)F)c3)s2)s1
    0.4, 0.2, 0, 25
COC(=O)c1ccccc1NC(=O)CCc1c(C)nc2cc(-c3ccccc3)nn2c1C
    -0.4, 0.0, 3, 8
COc1ccc2oc(=O)c(-c3csc(-c4ccc(Br)cc4)n3)cc2c1
    1.1, 0.2, 7, 5
Cc1ccc(C)c(N2CCN(S(=O)(=O)c3cccc4cccnc34)CC2)c1
    0.2, 0.2, -4, -20
COc1ccc(C(CNS(=O)(=O)c2cc(F)ccc2F)N2CCN(C)CC2)cc1 (centres undefined)
    -1.1, 0.0, 4, 13
O=C(Nc1cc2c3c(c1)CCN3C(=O)CC2)c1cc(Cl)ccc1Cl
    0.3, 0.3, 3, 11
COc1ccc(C(=O)Nc2nc3ccc(Br)cc3s2)cc1
    -0.2, 0.0, -31, -8
CCOC(=O)CSc1nnc(NC(=O)/C=C\c2ccc3c(c2)OCO3)s1
    0.9, 0.2, -3, 20
CCN(CC)c1ccc(/C=N/NC(=O)CNC(=O)c2ccccc2Br)cc1
    1.4, -0.1, 4, 2
CCCCn1c(SCC(=O)NC2CCCC2)nc2ccsc2c1=O
    -1.0, 0.1, -1, -15
O=C(Nc1nccs1)c1ccc(=O)oc1
    -0.5, 0.0, -3, -11
COc1ccc(OC)c(S(=O)(=O)N2CCC(C(=O)NC3CCCC3)CC2)c1
    -0.1, 0.0, -3, 0
CCOC(=O)c1ccc(CN(Cc2ccc(Br)cc2)S(=O)(=O)c2cccc(C(F)(F)F)c2)cc1
    -0.7, -0.1, 0, 6
CCCn1ncc(C)c1NC(=O)Cn1nc2n(C)c3ccccc3n2c1=O
    0.1, 0.1, 1, 8
Cc1ccc(C)c(OCC(=O)NCc2nc(-c3ccc(Cl)cc3)no2)c1
    1.6, -0.1, -11, 5
COc1cc(C(c2sc3ncnn3c2O)N2CCC(O)CC2)cc(OC)c1OC (centres undefined)
    -1.2, 0.0, 3, -1
COc1ccc(-c2nc3cc(NC(=O)c4sc5ccccc5c4Cl)ccc3o2)cc1OC
    -0.1, 0.4, -3, 0
Cc1ccc(C(=O)Nc2cnn(-c3ccc(C(=O)N4CCC(O)CC4)cc3)c2)c(C)c1
    -0.5, 0.0, 4, -18
COc1ccccc1NC(=O)c1ccccc1NC(=O)c1ccccc1F
    2.6, 0.0, 10, 2
CSc1ccc(C(=O)Nc2nccs2)cc1
    -7.3, -0.1, 18, -3
N#Cc1ccsc1NC(=O)COC(=O)C12CC3CC(CC(Br)(C3)C1)C2
    1.4, -0.2, -4, -2
CCOC(=O)c1c(-c2ccc(C(C)(C)C)cc2)csc1NC(=O)CSc1ncnc2sc(C)c(C)c12
    0.6, -0.2, 3, 9
Cc1ccc2oc(=O)c3cnn(CC(=O)NC4CCCC(C)C4C)c3c2c1 (centres undefined)
    0.2, -0.1, -2, -8
Cc1c(C(=O)N2CCC3(CC2)CC(O)(c2nccs2)CO3)cnn1C (centres undefined)
    0.4, 0.1, -4, 11
CCN(CC)CCNS(=O)(=O)c1c(C)c(C)cc2nsnc12
    3.1, 0.0, -13, -5
CCOc1cccc2c1OC1(CCC(C)CC1)N1N=C(c3ccco3)CC21 (centres undefined)
    -0.3, 0.0, -64, -7
CN1CCN(C(=O)c2ccc(-c3cnc4c(n3)[nH]c(=O)n4CC3CC3)cc2)CC1
    0.5, 0.3, -2, 21
Cc1ccc(CC(=O)N(Cc2nc(-c3ccccc3)no2)C(C)C)cc1
    -1.5, 0.1, -7, 0
N#Cc1cccc(NC(=O)N2CCc3nc(-c4ccncc4)nc(N4CCOCC4)c3C2)c1
    2.0, -0.1, -6, 11
O=C(c1ncoc1-c1ccc2ccccc2c1)N1CCN(Cc2ccccn2)CC1
    0.6, -0.1, -12, 0
CCOC(=O)CCSc1nnc(-c2ccccc2OC)n1C
    0.9, -0.1, 1, 5
O=C(Nc1ccc(F)c(F)c1)c1ccc(F)c(S(=O)(=O)N2CCOCC2)c1
    0.4, -0.1, 0, 6
O=C(c1cc(F)c(F)cc1Br)N1CCN(c2ccc([N+](=O)[O-])cc2F)CC1
    2.4, 0.1, 0, 19
C(=N\N=C\c1ccccn1)/C1=C(N2CCOCC2)C(=C/c2ccccc2)/CC1
    4.8, -0.4, 0, 2
OCCNCc1ccc(OCc2ccccc2)cc1
    -3.8, 0.0, -10, 12
O=C1c2cnccc2CN1Cc1ccc(F)cc1
    0.5, -0.1, -4, 0
Cc1ccc2c(c1)C1CN(C)CCC1N2C(=O)c1cc2ccccc2o1 (centres undefined)
    -0.3, 0.1, -2, 18
C=C(C)CNC(=O)c1ccc(C)nc1NCc1cccnc1
    0.8, 1.0, -2, 1
COC(=O)Cc1ccc(NC(=S)N2CCN(c3ccccn3)CC2)cc1
    -0.7, 0.0, 3, 10
NC(=O)c1ccccc1N=Cc1ccc(Cl)cc1Cl
    0.3, 0.6, 0, -26
O=C(NCc1ccc(Cl)cc1)c1cc2c(s1)CS(=O)(=O)C2
    1.3, 0.0, -10, -2

Full records, quoted from the list. Order of screens: GPR151 activ, FBW7 activator, TEAD-YAP block, MITF inh
CCOC(=O)CCSc1nnc(-c2ccccc2OC)n1C is listed with 0.9, -0.1, 1, 5
NC(=O)c1ccccc1N=Cc1ccc(Cl)cc1Cl is listed with 0.3, 0.6, 0, -26
CCOC(=O)c1c(-c2ccc(C(C)(C)C)cc2)csc1NC(=O)CSc1ncnc2sc(C)c(C)c12 is listed with 0.6, -0.2, 3, 9
N#Cc1ccsc1NC(=O)COC(=O)C12CC3CC(CC(Br)(C3)C1)C2 is listed with 1.4, -0.2, -4, -2

Carrying on.
Below each compound: GPR151 activ, FBW7 activator, TEAD-YAP block, MITF inh
COc1ccc(NC(=O)CN(C2CCCCC2)S(=O)(=O)c2ccc(F)cc2)cc1
    -0.3, 0.0, -4, 5
COc1ccc(/C=C2/C(=O)N(C)C(=O)N(c3ccccc3)C2=O)cc1OC
    0.2, 0.0, 8, 11
O=S(=O)(c1ccc(-c2csc(Nc3ccc(Br)cc3)n2)cc1)N1CCCC1
    1.2, 0.0, 0, 5
CSC1=N[S@@](=O)c2ccccc2N1
    -1.0, -0.1, -1, 1
O=C1c2ccccc2C(=O)c2c(OS(=O)(=O)O)cccc21
    0.5, -0.1, -24, -1
O=C1c2ccccc2C(=O)N1CN1C(=O)c2ccccc2C1=O
    -1.3, -0.1, 3, -1
CCOc1cc(S(=O)(=O)NC(C)c2ccccc2)ccc1Br (centres undefined)
    -0.3, 0.1, -5, 1
O=C(CN1CCCC1)N1N=C(c2cccs2)CC1c1ccc(F)cc1 (centres undefined)
    0.8, 0.0, 7, -8
C=CCOc1ccccc1CN1CCC(c2nnc(SCc3ccncc3)n2C)CC1
    -0.2, 0.0, -12, -32
O=C(/C=C/Nc1ccc(S(=O)(=O)Nc2cnc3ccccc3n2)cc1)c1ccc(Br)cc1
    1.0, 0.1, -2, 2
CC(=O)c1ccc(N2CCN(S(=O)(=O)c3c(C)nn(C)c3C)CC2)cc1
    0.5, 1.4, -17, 23
C=CCn1c(SCc2ccc(Cl)cc2)nc2cc(C(=O)NCc3ccco3)ccc2c1=O
    0.7, 0.1, 1, 18
CCOC1=NC2C(C1c1ccccc1)N(C)c1ccccc1N2C(C)=O (centres undefined)
    0.0, -0.1, -3, -2
